# EP2 antag – inhibitors of human EP2 prostaglandin E2 receptor; P43116; C6 glioma cells expressing human EP2, cAMP TR-FRET; cells stimulated with saturating PGE2; inhibition, % at 25 µM; 260,000 tested, 0.52% active;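 active = percent inhibition above 40 after rounding to a whole number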;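 note: rat C6 glioma host cells with rolipram phosphodiesterase inhibitor present; the protocol text gives 20 µM as final concentration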
# Target sequence (P43116 whole entry, looked up): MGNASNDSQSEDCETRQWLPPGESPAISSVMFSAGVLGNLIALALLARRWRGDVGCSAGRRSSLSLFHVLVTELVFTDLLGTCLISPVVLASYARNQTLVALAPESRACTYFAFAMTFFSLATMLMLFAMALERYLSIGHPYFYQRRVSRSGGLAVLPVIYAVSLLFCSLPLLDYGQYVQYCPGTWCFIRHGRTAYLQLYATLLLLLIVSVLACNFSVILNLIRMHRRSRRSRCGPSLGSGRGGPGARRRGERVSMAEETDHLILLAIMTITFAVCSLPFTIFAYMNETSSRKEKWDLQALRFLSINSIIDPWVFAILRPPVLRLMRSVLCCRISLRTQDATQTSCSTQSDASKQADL
# * = called active by the depositor; ! = a repeat was not active.
SMILES,EP2 antag
COc1ccc2cc(CN(Cc3ccccc3OC)Cc3nnnn3C3CCCCC3)c(=O)[nH]c2c1,2.6
C#CCOc1cccc(CN(Cc2ccccn2)C2CC(C)(C)NC(C)(C)C2)c1,11.4
COc1ccc(S(=O)(=O)N2Cc3ccccc3CC2C(=O)NC(C)(C)C)cc1OC (configuration not stated),12.4
C=CCNc1nc2c(c(=O)[nH]c(=O)n2C)n1CCCc1ccccc1,4.8
COc1cc(CCC(=O)NC(C)Cn2nc3c(C)cc4ccccc4n3c2=O)on1 (configuration not stated),8.0
COc1ccc(-c2nnc(SCC(=O)c3ccc4c(c3)OCCO4)o2)c(OC)c1,18.8
O=C(O)c1cc2ccccc2c(S(=O)(=O)O)c1O,10.4
C=CCNC(=O)C1CCN(S(=O)(=O)c2ccc(F)cc2)CC1,6.0
Cc1cccc(NC(=O)COC(=O)c2cccnc2)c1C,7.5
CCn1nc(NC(=O)C2OCOc3ccccc32)cc1C (configuration not stated),2.0
CCn1c(SCC(=O)Nc2ccc(OC)cc2N)nnc1-c1ccc(Cl)cc1,3.6
O=S(=O)(NC1(c2ccc(F)cc2)CC1)c1ccc(Cl)s1,4.4
CC(=O)Nc1nc(-c2ccc3c(c2)CCN3C(=O)C(C)(C)C)c(C)s1,21.4
O=C(NCc1ccc2c(c1)OCO2)C(=O)NCc1ccco1,11.2
CCOC(=O)c1c(NC(=O)CC(C)=O)sc(C)c1C,7.3
COCCNS(=O)(=O)c1ccc(S(=O)(=O)N2CCCCCC2)cc1,9.8
CCC(=O)Nc1ccc(NC(=O)CSc2ncnc3sc(C)c(C)c23)cc1C,10.4
CCOC(=O)N1CCN(C(=O)CCc2ccc(S(=O)(=O)NC(C)(C)C)cc2)CC1,7.9
CCc1ccc(OCCCC(=O)Nc2nnc(CC)s2)cc1,3.5
CCC(=O)N(Cc1ccc(F)cc1)Cc1cc2cc(OC)c(OC)cc2[nH]c1=O,6.4
Cc1cc(NC(=O)c2ccc3c(c2)OCO3)ccc1NC(=O)c1ccccc1,5.3
Cc1sc2nc(C)n(C3CCN(C(=O)CCN4CCCC4=O)CC3)c(=O)c2c1C,9.7
Cc1ccc(C)c2[nH]c(=O)c(CN(C(=S)NCCc3ccccc3)C3CCCCC3)cc12,18.7
COCCNC(=O)c1c(NC(=O)c2ccc(OC)c(OC)c2)sc2c1CCCC2,14.8
CCc1nc(NCCCO)c2nnn(Cc3ccc(F)cc3)c2n1,3.8
CC(C)n1c(N2CCCC2)nc2c1c(=O)n(C)c(=O)n2C,29.7
Cc1nnc(SCC(=O)N2CCCC2)n1Cc1ccccc1,4.5
Cn1c(=O)oc2cc(S(=O)(=O)NCC(c3ccccc3)N3CCOCC3)ccc21 (configuration not stated),4.5
COc1ccc(C2=CC(=O)CC(c3ccc(F)cc3)C2)cn1 (configuration not stated),11.3
Cc1c(Cl)cccc1NC(=O)CSc1ncc(C#N)c(N)n1,12.6

# Taken from the listing, six compounds:
SMILES,EP2 antag
CCc1nc(NCCCO)c2nnn(Cc3ccc(F)cc3)c2n1,3.8
CC(C)n1c(N2CCCC2)nc2c1c(=O)n(C)c(=O)n2C,29.7
Cc1nnc(SCC(=O)N2CCCC2)n1Cc1ccccc1,4.5
Cn1c(=O)oc2cc(S(=O)(=O)NCC(c3ccccc3)N3CCOCC3)ccc21 (configuration not stated),4.5
COc1ccc(C2=CC(=O)CC(c3ccc(F)cc3)C2)cn1 (configuration not stated),11.3
Cc1c(Cl)cccc1NC(=O)CSc1ncc(C#N)c(N)n1,12.6

# (more compounds)
SMILES,EP2 antag
O=C(O)c1ccc2[nH]c(=O)[nH]c2c1,10.6
Cc1cc2cc(CN(Cc3ccc4c(c3)OCO4)C(=O)Nc3ccc(F)cc3)c(=O)[nH]c2cc1C,6.7
COc1ccccc1-n1nnnc1SCC(=O)Nc1ccc(C)cc1C,8.5
COc1ccc(Cl)cc1NC(=O)c1snc2c(=O)[nH]cnc12,10.0
COc1ccc(-n2ncc3c(=O)n(CC(=O)NCc4cccs4)cnc32)cc1,21.3
Cc1ccc2c(c1)cc(CN(Cc1ccc3c(c1)OCO3)C(=O)NCc1ccccc1)c1nnnn12,12.5
Cc1cccc(C2(O)CCN(CC(O)c3ccc(NC(=O)C4CC4)cc3)CC2)c1 (configuration not stated),4.8
Cn1c(Cn2cnc3ccccc32)nnc1SCC(=O)Nc1cccc(Cl)c1,12.0
O=C(NC1(c2cccc(F)c2)CCCC1)c1cnsc1,2.9
CCc1ccc2[nH]c(=O)c(C(c3nnnn3C(C)(C)C)N3CCN(Cc4ccccc4)CC3)cc2c1 (configuration not stated),10.2
CCOc1ccc(NC2SC(=O)N(C)C2=O)cc1 (configuration not stated),4.2
C=C(C)CN1CCN(C(=O)C(CC)Oc2ccccc2F)CC1 (configuration not stated),5.9
NCC1CCCCC1CC(=O)O (configuration not stated),7.0
COc1ccc2c(c1)N(C)/C(=C1/SC(=O)N(c3ccccc3)C1=O)S2,7.8
CCN(CC)C(=O)CSc1nnc(COc2ccc(C)cc2)n1N,7.9
CCCn1c(SCC(=O)N2CCCCC2C)nnc1-c1ccncc1 (configuration not stated),9.4
COc1ccc(Cl)cc1NC(=O)CN1CCC(c2nc3ccc(Cl)cc3[nH]2)CC1,13.5
O=C1OC(c2ccccc2)=N/C1=C\c1ccc(Br)o1,14.4
COc1ccc(S(=O)(=O)N2CC(C)OC(C)C2)c(C)c1C (configuration not stated),14.7
COc1ccc2[nH]c3c(NCc4ccccc4)ncnc3c2c1,31.5
C=C1C(N)CC2CC1C2(C)C (configuration not stated),10.1
Cc1ccc(C)c(C(=O)CSc2nc(C)cc(=O)[nH]2)c1,12.0
COC(C[C@H]1O[C@@H]1[C@H](O)[C@H](C)OCc1ccccc1)OC,12.8
CN(CCO)Cc1ncccc1O,9.5
CCc1ccccc1NC(=O)N1CCC(NC(=O)C(C)(C)C)CC1,5.8
COc1ccc(N(C(=O)c2ccco2)C(C(=O)NC(C)(C)C)c2ccccc2)cc1 (configuration not stated),10.7
Cc1cccc2cc(CN(C3CCCC3)S(=O)(=O)c3cccc4nsnc34)c(=O)[nH]c12,9.2
Cc1c(OCC(=O)Nc2ccccc2Cl)ccc2c3c(c(=O)oc12)CCC3,11.1
COC(=O)c1ccc(NC(=O)c2ccc3c(c2)OCCO3)cc1,17.1
COCCCn1c(SCC(=O)Nc2ccc(C)cc2C)nnc1-c1ccncc1,2.3

# Pulled by compound from above (4):
SMILES,EP2 antag
CN(CCO)Cc1ncccc1O,9.5
C=C1C(N)CC2CC1C2(C)C (configuration not stated),10.1
COC(=O)c1ccc(NC(=O)c2ccc3c(c2)OCCO3)cc1,17.1
COCCCn1c(SCC(=O)Nc2ccc(C)cc2C)nnc1-c1ccncc1,2.3

# New compounds follow.
SMILES,EP2 antag
CCn1c(SCC(=O)Nc2ccc(NC(=O)c3ccc(C)cc3)cc2)nnc1-c1cccs1,3.9
COCCCn1c(SCC(=O)NC2CCCCC2)nnc1-c1ccoc1C,10.8
CN(Cc1ccccc1)S(=O)(=O)c1ccc(OCC(=O)NCc2ccncc2)cc1,10.8
O=C(CSc1nnc(-c2ccccc2)o1)Nc1ccc(Br)cc1,9.6
CCCCCN=C(N)N/N=C/c1c[nH]c2ccc(OC)cc12,136.3*!
COc1cc(OC)nc(NS(=O)(=O)c2ccc(N)cc2)n1,6.0
COc1ccc(C(=O)Nc2nc(C)c(C)s2)cc1,9.4
N#Cc1ccc(Cl)cc1N1C(=O)c2ccccc2S1(=O)=O,9.3
Cc1ccc(-c2cc(N)c(=O)n(CC(=O)NC3CCCc4ccccc43)n2)o1 (configuration not stated),0.1
CN1CCCC1CCNc1ccc2sc3ccccc3c(=O)c2c1 (configuration not stated),44.1*
CN1CCN(c2nc3c(c(=O)[nH]c(=O)n3C)n2CCC#N)CC1,8.8
CCCn1c(SCCC(=O)OCC)nc2c1c(=O)n(C)c(=O)n2C,4.8
CCN1c2ncccc2C(=O)NC12CCN(C(=O)c1cccnc1)CC2,3.0
CCCCCCCCN1[C@@H](CC(=O)OCC)c2cc(F)ccc2S1(=O)=O,17.9
CCOC(=O)C(C)(C)Sc1nnc(COc2ccccc2)n1CC,12.0
Cc1cccc(C2(O)CCN(CC(O)c3ccc4ccccc4c3)CC2)c1 (configuration not stated),3.1
Cc1ncc(CN2CCC(O)(c3ccccc3F)CC2)cn1,5.4
CCC[n+]1cccc(C(=O)c2ccccc2)c1,8.0
Cc1cccc(N(CC(N)=O)C2SC(=O)N(C)C2=O)c1 (configuration not stated),5.9
Cc1nn(-c2ccc(Cl)cc2)c2[nH]c(=O)c(CNCCCc3ccco3)cc12,15.7

# 3 entries from above, as labelled records.
SMILES: CCN1c2ncccc2C(=O)NC12CCN(C(=O)c1cccnc1)CC2
  EP2 antag = 3.0

SMILES: CCCCCCCCN1[C@@H](CC(=O)OCC)c2cc(F)ccc2S1(=O)=O
  EP2 antag = 17.9

SMILES: CCOC(=O)C(C)(C)Sc1nnc(COc2ccccc2)n1CC
  EP2 antag = 12.0

# (cont.)
SMILES,EP2 antag
N=C(N)SCCCN,8.3
Nc1cc(C(=O)O)[nH]c(=O)n1,19.4
c1ccc2sc(SCCSc3nc4ccccc4s3)nc2c1,31.1
Cc1ccc2[nH]c(=S)c(C#N)cc2c1,20.2
COc1ccc(/C(O)=C2/C(=O)C(=O)N(CCCN(C)C)C2c2ccccn2)cc1 (configuration not stated),11.7
CCCC(c1nnnn1C1CCCCC1)N(Cc1ccco1)Cc1cc2cc(C)c(C)cc2[nH]c1=O (configuration not stated),8.5
CCC1CCCCN1C(=O)CSc1nnc(-c2cccnc2)n1-c1cccc(OC)c1 (configuration not stated),6.1
Cc1ccc(NC(=O)C2CCCN(c3nccc(C)n3)C2)cc1 (configuration not stated),7.3
CCOC(=O)c1c(-c2ccc(OC)c(OC)c2)csc1NC(=O)CCCl,7.4
COc1cccc(CN2CCc3c(nc(N4CCCC(C)C4)[nH]c3=O)C2)c1 (configuration not stated),4.0
COc1cccc(N2CCN(CC(=O)Nc3sc(C)c(C)c3C#N)CC2)c1,5.7
CCc1ccc2[nH]c(=O)c(CN(C(=S)NCC3CCCO3)C3CCCCC3)cc2c1 (configuration not stated),4.3
COc1ccc(-c2nnc(SCC(=O)OC3CCCCC3)n2C)cc1,7.4
CCn1c(=O)oc2cc(S(=O)(=O)NC3(c4ccccc4F)CC3)ccc21,8.8
CCOC1=CC(c2ccc3c(c2)OCO3)CC(=O)c2c(C)oc(C)c21 (configuration not stated),5.4
CCOc1ccccc1NC(=O)CSc1nnnn1-c1ccc(C)c(C)c1,5.1
CCOc1ccccc1NC(=O)CN1CCC(c2nc3ccccc3s2)CC1,8.0
COc1ccc2[nH]c(=O)c(CN(CCO)C(=S)Nc3ccc(F)cc3)cc2c1,18.8
Cn1c2ccccc2c2nnc(SCC(=O)N3CCCCCC3)nc21,7.1
CCc1ccc2[nH]c(=O)c(CN(CCN3CCOCC3)C(=S)NC)cc2c1,3.1
CC1CCN(C(=O)C2CCN(S(=O)(=O)c3ccc(F)cc3)CC2)CC1,9.6
C=Cn1cc(CN2CCC(NC(C)=O)(c3ccccc3F)CC2)c(C)n1,7.8
CCOc1ccc2[nH]c(=O)c(CN(CC3CCCO3)C(=O)NCc3ccccc3)cc2c1 (configuration not stated),11.9
CCCOc1ccc(N2CC(C(=O)Nc3cccc(C)n3)CC2=O)cc1 (configuration not stated),14.9
Cc1cccc2cc(CN(Cc3ccco3)C(c3nnnn3CC3CCCO3)C(C)C)c(=O)[nH]c12 (configuration not stated),11.6
CCNC(=S)N(Cc1cc2c(C)cc(C)cc2[nH]c1=O)CC1CCCO1 (configuration not stated),6.7
CCOc1ccccc1OCC(=O)Nc1nc2ccccc2s1,12.2
CCC(=O)NC(c1ccc(C(C)C)cc1)c1cc(Cl)c2cccnc2c1O (configuration not stated),6.8
Cc1ncc(CSc2ccccc2N)c(CO)c1O,10.6
Cc1c(C(=O)N(C)C2CCN(C(C)C)CC2)nnn1-c1ccccc1,11.8
CCOc1ccc2[nH]c(=O)c(C(c3nnnn3CC3CCCO3)N(CC)Cc3ccccc3)cc2c1 (configuration not stated),18.7
CC1CCN(c2nc3c(c(=O)[nH]2)CCN(C(=O)c2cnccn2)C3)CC1,5.4
COc1ccc2nc(SCC(=O)OCc3ccccc3)c(C)cc2c1,11.9
CCn1c(C)cc2cc(NC(=O)c3ccc(-n4cnnc4)cc3Cl)ccc21,2.7
COc1ccc(N2CCN(C(c3ccc(F)cc3)c3nnnn3Cc3ccco3)CC2)cc1 (configuration not stated),3.8
O=c1[nH]c2cc3c(cc2cc1CN(CCO)C(=S)Nc1cccc(Cl)c1)OCO3,7.5
Cc1cccc(-c2nc(C(N)=O)c3[nH]c(=O)n(CC4CCCO4)c3n2)c1 (configuration not stated),7.5
N=C(N)SCc1cccc2c(=O)cc(-c3ccccc3)oc12,37.3
COc1ccc(Cn2nnnc2C(c2cc3c(C)cc(C)cc3[nH]c2=O)N2CCCCC2)cc1 (configuration not stated),18.1
CN(C)C(=O)CSc1nnc(-c2cccs2)n1C1CCCCC1,8.7
Cc1cc(C)nc(/N=C2/NC(=O)CC(C(=O)O)N2c2ccc(Cl)cc2)n1 (configuration not stated),13.7
O=C(C1CCN(S(=O)(=O)c2ccc(-n3cnnn3)cc2)CC1)N1CCC(Cc2ccccc2)CC1,13.1
CC1(c2nnc(Cc3ccccc3)o2)CC(c2ccc(F)cc2)=NO1 (configuration not stated),13.5
CC1CCCN(c2nc3c(c(=O)[nH]c(=O)n3C)n2Cc2ccccc2)C1 (configuration not stated),12.1
COc1ccc(C(=O)c2c(-c3ccc(OC)cc3)oc3ccc(-c4ccc(OC)nc4)cc23)cc1,13.8
C[C@@]12CC[C@H]3c4ccc(O)cc4CC[C@@H]3[C@H]1C/C(=N\O)[C@H]2O,8.4
CCC(C)[C@H]1CN=C(N)N1CC1CCCCC1 (some centres not stated),18.5
CC(=O)N1CCCC(c2ncncc2-c2ccncc2)C1 (configuration not stated),3.7
Cn1c(CN2CCOCC2)nnc1SCC(=O)N1CCc2ccccc21,5.1
CCc1nc2ccccc2n1CC(O)COc1cc(OC)ccc1C(=O)c1ccccc1 (configuration not stated),20.1
CCOc1ccc(OCC)c(NC(=O)CSc2ncnc3sc4c(c23)CCC4)c1,5.3
Fc1ccc(-c2n[nH]c3c2CN(Cc2ccccc2)CC3)cc1,3.9

# Screening results deposited in PubChem BioAssay by Emory University Molecular Libraries Screening Center.

# Some of the compounds tested. The share of hits here may be higher or lower than overall.
